PMI inhibition – human PMI inhibitors, high substrate, primary screen, biochemical, fluorescence intensity, high mannose 6-phosphate (AID 1220); recombinant PMI enzyme, coupled fluorescence intensity; higher % means a stronger effect; one-dose inhibition, % at 20 µM; IC50 in µM for titrated hits; hit rate 0.66% among 190,000
XIAP displacement – XIAP antagonists, biochemical, IAP family, fluorescence polarization (AID 1018); displacement, % at 20 µM, or IC50 in µM where a hit was titrated; XIAP BIR domain, fluorescence polarization peptide displacement; higher % means a stronger effect; hit rate 0.007% among 200,000; in the data active means displacement above about 50%; further: a part of the inactive calls stands beside numbers as strong as those of hits
Siah-1 displacement – Siah-1 peptide-binding antagonists, primary screen, biochemical, fluorescence polarization, rhodamine-plectin, uHTS (AID 1817); Siah-1 / rhodamine-plectin peptide fluorescence polarization; higher % means a stronger effect; displacement, % at 20 µM, or IC50 in µM where a hit was titrated; hit rate 0.02% among 290,000;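 active means displacement of at least 50% at 20 µM, with a fluorescence ratio check between 0.3 and a set limit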;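 further: plate controls were Siah plus tracer with DMSO for no effect and tracer alone without Siah for full effect; strong numbers were not always called active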
P. falciparum M1AAP – malaria alanyl aminopeptidase activity blockers – biochemical, fluorogenic H-Leu-NHMec substrate, 1536-well (AID 1445); recombinant M1AAP, H-Leu-NHMec fluorogenic kinetic assay; higher % means a stronger effect; hit rate 0.42% among 220,000; inhibition, % at 30 µM, or IC50 in µM where a hit was titrated;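 active means primary inhibition above the hit cutoff, then over 50% inhibition at one or more dose response concentrations, cut at about 23% in these data, passing the limit was not always enough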;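 further: plate controls were DMSO full reaction for no effect and no enzyme background for full effect; strong numbers were not always called active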
PMI inhibitors – inhibitors of human PMI, primary screen, biochemical, fluorescence intensity, coupled assay (AID 1209); inhibition, % at 20 µM, or IC50 in µM where a hit was titrated; purified PMI enzyme, coupled fluorescence intensity; higher % means a stronger effect; hit rate 0.42% among 190,000;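 further: plate controls were DMSO vehicle for no effect and wells lacking substrate for full effect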
P. falciparum M17LAP – P. falciparum M17LAP inhibitors, primary screen, biochemical, fluorogenic H-Leu-NHMec substrate, 1536-well (AID 1619). recombinant M17LAP, H-Leu-NHMec fluorogenic kinetic assay; higher % means a stronger effect. hit rate 0.38% among 220,000. inhibition, % at 30 µM, or IC50 in µM where a hit was titrated;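 active means compound inhibiting the enzyme by more than half at any dose during confirmatory dose-response retesting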;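 further: plate controls were full reaction with DMSO carrier for no effect and no enzyme background for full effect; strong numbers were not always called active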
UTI89 phage lysis – inhibition of K1F phage lysis, E. coli UTI89, bacterial capsule biogenesis inhibitors, alamar blue (AID 488966). inhibition, % at 100 µM; hits with a dose series show IC50 in µM. E. coli UTI89 K1F phage lysis, alamar blue, 2 h; higher % means a stronger effect. hit rate 0.02% among 340,000;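 active means phage lysis inhibition, versus mean bacterial control, above a set limit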;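 further: capsule biogenesis inhibitors block K1F phage lysis so surviving cells raise fluorescence; higher fluorescence means more inhibition of phage lysis; actives were called in the ten point dose series up to 300 µM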
Hep lipid drop – hepatic lipid droplet formation modulation; AML12 mouse hepatocytes, oleate lipid droplets, BODIPY imaging; inhibition, % at 6.5 µM; hit rate 0.4% among 240,000;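 active means lipid droplet intensity inhibited by at least 50%, with more than 500 cells counted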
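Material – mouse AML12 hepatocyte cell line, fixed after treatment · Compound dosing – one dose, 6.5 µM compound · Times – compound with oleate, overnight · Measured by – Image-based BODIPY and DAPI two-channel analysis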
TNAP activation fold – human TNAP enzyme activators, primary screen, biochemical, luminescent, no phosphate acceptor, uHTS (AID 1001). one-dose activation fold at 20 µM; EC50 in µM for titrated hits. purified TNAP, luminescent activation assay, no phosphate acceptor; higher activation fold means a stronger effect. hit rate 0.03% among 200,000; in the data active means activation fold from about 3, or a potency from the dose series; inactive means the rest, 99 in 100 with activation fold below about 1.6; further: many of its hits are not listed in these tables
Hep lipid drop cells 6.5 µM – second read-out of Hep lipid drop, no call of its own (marks repeat the call); cell count; measured here: cell count, cytotoxicity flag;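 cells counted across two imaged fields per well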
An asterisk follows results filed as active; / = no result given; [ ] = another dose, or the depositor's remark. Unless noted, no stated cut-off is given here; in the data, active means inhibition above about 50%; inactive means the rest.

Second line of a record – PMI inhibition	XIAP displacement	Siah-1 displacement	P. falciparum M1AAP	PMI inhibitors	P. falciparum M17LAP	UTI89 phage lysis	Hep lipid drop	Hep lipid drop cells 6.5 µM	TNAP activation fold
CCCC(C)C(=O)N(Cc1ccccc1)c1ccccn1 (stereo not given)
    14%	0.0%	1%	8%	21%	5%	-0.1%	-3	736	1.1
COc1ccc(-c2nnc(SCCC(=O)O)n2C)cc1OC
    -15%	-7.0%	1%	9%	7%	4%	0.6%	-10	593	0.9
O=C(Nc1ccc2c(c1)N(Cc1ccccc1)C(=O)c1ccccc1S2)NC1CC1
    19%	-8.3%	-7%	5%	15%	-1%	0.2%	-20	761	1.3
CC1CCN(CCNC(=O)c2ccc(NC(=O)C3CCCO3)cc2)CC1 (stereo not given)
    0%	-5.3%	-1%	-6%	6%	-12%	1.3%	0	665	1.1
COc1ccc(OC)c(C(=O)COC(=O)c2ccccc2O)c1
    9%	0.3%	-2%	-2%	-19%	-2%	1.9%	/	/	1.1
CCC(C)NC(=O)NCc1ccccc1F (stereo not given)
    -10%	-3.1%	6%	0%	-9%	-7%	-0.5%	4	708	1.1
O=C(CCC(=O)Nc1ccccc1Cl)NNC(=O)c1ccccc1[N+](=O)[O-]
    6%	-5.4%	-2%	-2%	-6%	3%	0.2%	10	678	1.1
O=C(O)CCc1ccc(-c2cccs2)o1
    -21%	-3.3%	8%	7%	-5%	18%	-5.2%	18	801	1.1
Cc1ccccc1OCc1csc(N)n1
    -9%	-9.0%	-5%	0%	-14%	1%	-0.2%	-8	651	0.9
COc1cccc(N2C(=O)C(c3ccccc3)=C(c3nc4ccccc4s3)C2NC(C)=O)c1 (stereo not given)
    0%	-5.1%	-2%	-5%	12%	10%	0.4%	14	753	1
CCCNC(=S)N1CCC(NC(=O)C23CC4CC(CC(C4)C2)C3)CC1
    -2%	-9.1%	1%	4%	-2%	-13%	0.5%	-4	752	1.1
Cn1cc(/C=C(\C(=O)O)C(C(=O)O)=C2CCCCC2)c2ccccc21
    0%	-3.6%	-5%	1%	-19%	11%	-0.6%	2	708	1
O=C(N/N=C/c1ccccc1O)C(=O)Nc1ccccn1
    -31%	5.5%	0%	12%	-14%	3%	1.2%	1	723	2.4
Cc1ccc(C(=O)COC(=O)CCc2ccc(S(=O)(=O)N3CCCCC3)cc2)cc1
    0%	-8.2%	17%	-2%	5%	1%	0.1%	32	620	1.1
Cc1cccc(C)c1NC(=O)CSc1nnc(NC(=O)CN2CCOCC2)s1
    0%	-1.8%	3%	-1%	7%	24%	8.1%	/	/	1.1
O=C(CSc1nc(-c2ccc(F)cc2)cc(C(F)(F)F)n1)NCCN1CCOCC1
    -5%	-4.5%	1%	2%	2%	8%	1.2%	/	/	1.1
O=C1COc2ccc(C(=O)c3ccccc3C(=O)NCc3ccccc3)cc2N1
    -2%	-0.7%	2%	1%	3%	7%	1.4%	-22	837	1.1
CN1c2ccccc2C(C)(C)C12CCCC(=O)N2 (stereo not given)
    -104%	-2.9%	0%	7%	-40%	1%	1.1%	/	/	1
O=C(CCCc1nc(-c2ccccc2)no1)N1CCOCC1
    2%	-6.0%	0%	-2%	1%	6%	0.4%	/	/	1.1
Cc1ccccc1-c1n[nH]c(=S)n1/N=C/c1ccc(-c2ccccc2Br)o1
    7%	-11%	-2%	-2%	11%	-2%	-0.5%	-4	669	0.9
CCOc1ccc(C(=O)NC(C(=O)NCc2ccccc2OC)C(C)C)cc1 (stereo not given)
    1%	-10%	1%	-1%	3%	-8%	-0.1%	-11	682	1.1
CCOc1ccc(/C=C2\NC(=S)NC2=O)cc1
    /	/	-2%	10%	/	13%	2.7%[50 µM]	-3	667	/
CCC[N+](C)(C)C(C)C(OC(C)=O)c1ccccc1 (stereo not given)
    /	/	-6%	34%	/	-9%	-0.5%	8	735	/
C=CCNC(=O)c1ccc(C2SCC(=O)N2Cc2ccccc2)cc1 (stereo not given)
    -7%	-4.1%	-2%	12%	2%	-7%	2.6%	-4	745	1.1
c1ccc(Cn2nnc3c(N4CCC5(CC4)OCCO5)ncnc32)cc1
    4%	-2.3%	11%	0%	6%	-3%	2.4%	-3	712	1.1
Cc1nn(CC(=O)Nc2cccnc2N2CCOCC2)c(=O)c2ccccc12
    20%	-2.4%	4%	/	2%	/	/	/	/	1.1
O=C(CNC(=O)c1cccs1)NCC(=O)OCc1ccccc1Br
    6%	-6.8%	-1%	2%	3%	-11%	0.5%	-10	713	1.1
O=C(Cc1c(O)c2ccccc2[nH]c1=O)NCc1cccc(F)c1
    10%	0.8%	-2%	0%	3%	2%	1.2%	/	/	1.1
CCNC(=S)Nc1ccc(C)c(Cl)c1
    9%	-5.1%	-9%	12%	9%	-4%	0.1%	4	625	1
Cc1nc([N+](=O)[O-])c(N2CCOCC2)n1Cc1ccccc1
    /	/	-4%	6%	/	19%	/	-2	714	/
COCCCNC(=S)N1CCN(C(=O)c2ccco2)CC1
    -12%	-4.4%	2%	3%	0%	4%	5.0%	14	581	1
CCCN(CCC)C(=O)CC(c1ccccc1)c1ccc(C)cc1O (stereo not given)
    4%	-10%	0%	8%	6%	10%	-0.5%	-10	813	1
O=C(CN1CCC(C(=O)O)CC1)Nc1ccccc1Oc1ccccc1
    /	/	-1%	-3%	/	1%	/	-3	652	/
O=C(Cc1c(F)cccc1Cl)N1CCCC1
    2%	1.3%	3%	23%	6%	-4%	3.4%	2	771	1.1
CN1C[N+]([O-])=C(c2ccccc2)C1(C)C
    0%	-2.3%	4%	9%	-5%	-8%	0.3%	/	/	1.1
COc1ccc2c(c1)c(C(=O)N/N=C/c1ccc(OC)c(OC)c1)c(C)n2C
    2%	-9.5%	-1%	2%	4%	-5%	1.3%[50 µM]	-6	741	1.2
CCC(C)(C)C1CCC(=NNC(=S)Nc2ccccc2)CC1 (stereo not given)
    -133%	-4.3%	-12%	3%	-70%	2%	0.0%	13	680	1.2
CC(=O)OCCN(CCOC(C)=O)c1c(C)[nH]c(=O)[nH]c1=O
    2%	-1.6%	1%	7%	-1%	-3%	2.5%	/	/	1.1
CCOC(=O)c1cnn(-c2nc(-c3ccccc3)nc3c2COC(C)(C)C3)c1N
    3%	-4.5%	-2%	2%	6%	3%	0.5%	/	/	1.1
CCOC(=O)N1CCC(NC(=O)c2cc(C(=O)Nc3ccc(OCC)cc3)ccc2CO)CC1
    -3%	-1.0%	3%	1%	-1%	-2%	0.5%	21	799	1.2
COC(=O)CSc1nnc(-c2ccc(S(=O)(=O)NCc3ccccc3Cl)cc2)o1
    -9%	-1.5%	0%	11%	-6%	7%	-0.4%	6	772	1
CCCc1ncc(C(O)(c2ccccc2)c2ccccc2)n1C
    -9%	-1.4%	-1%	12%	-16%	11%	0.6%	0	733	1
COCC(=O)NCc1nc2ccccc2[nH]1
    -4%	-3.5%	4%	-5%	7%	9%	1.2%	4	563	1
CCOc1cc(/C=N/NC(=O)C(=O)N2CCCC2)ccc1O
    8%	-2.1%	9%	6%	10%	19%	-1.2%	-6	680	1.1
Cc1cc(C)n(CC(O)Cn2cnc3c2c(=O)n(C)c(=O)n3C)n1 (stereo not given)
    12%	-10%	2%	-5%	10%	-2%	0.2%	9	762	1.1
CCN(CC)CCN1C(=O)C(=O)/C(=C(/O)c2ccc(F)cc2)C1c1cccnc1 (stereo not given)
    7%	-3.6%	0%	4%	9%	9%	0.1%	2	607	1.1
CCOC(=O)COc1ccc(CCNC(C)=O)cc1
    -6%	-6.8%	3%	2%	-5%	1%	1.6%	0	769	1.1
COC(=O)c1sccc1-n1cccc1C(=O)C(=O)N1CC(C)OC(C)C1 (stereo not given)
    -2%	-5.8%	-2%	6%	-4%	-11%	-2.3%[50 µM]	7	757	1.2
Cc1nnc(SCC(=O)Nc2ccc(S(=O)(=O)N3CCCCC3)cc2)s1
    0%	-5.1%	-2%	0%	-2%	4%	0.2%	/	/	1
CC(NC(=O)c1cccnc1)C(=O)N1CCCCC1 (stereo not given)
    -9%	1.1%	-2%	4%	-6%	3%	0.1%	/	/	1.1
CN(C)c1nc(N)c([N+](=O)[O-])c(NCC2CCCO2)n1 (stereo not given)
    /	/	16%	11%	/	3%	/	0	733	/
CCn1c(O)c(C=Nc2ccccc2)n(-c2ccccc2)c1=S
    -20%	-3.6%	-3%	10%	-9%	14%	1.0%	23	769	1
CNS(=O)(=O)c1cc(NC(C)=O)c(C)cc1C
    3%	-4.4%	-9%	-3%	1%	15%	-2.8%	3	579	1.1
CCCOc1ccc(C(=O)CCC(=O)OCC(=O)N2CC(=O)Nc3ccccc32)cc1
    13%	-6.4%	5%	-3%	18%	0%	0.5%	12	740	1.1
COc1ccc(/C=N/NC(=O)CN2CCN(Cc3ccccc3)CC2)cc1Br
    /	/	-8%	-1%	/	-2%	0.5%	4	727	/
CSc1nc2nc3c(cc2c(=O)n1-c1ccccc1)COC(C)(C)C3
    21%	-5.3%	8%	-1%	-12%	-13%	-0.4%	-1	761	1
CCOc1ccc(-n2nnnc2SCC(=O)N2CCOCC2)cc1
    2%	-7.3%	6%	-6%	-2%	1%	1.4%	-6	738	1.1
COc1ccc(OC)c(NC(=O)C(=O)NNC(=O)C23CC4CC(CC(C4)C2)C3)c1
    /	/	1%	-20%	/	2%	/	-3	680	/

Bioassay records as filed in PubChem.
